bCat nuc transl = alters nuclear translocation of beta-catenin in HeLa cells | nuclear translocation activity, % at 5 µM | immunofluorescence imaging | 190,000 compounds, 0.3% hits;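 active = nuclear translocation activity above 50% at 5 µM, with a well cell count of 50 or more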;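 note: per-cell ratio of nuclear to cytoplasmic median beta-catenin stain intensity; plate controls were DMSO negative control for no effect and GSK-3 inhibitor IX positive control for full effect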
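System: HeLa cells, endogenous beta-catenin; compound dosing: 5 µM primary single dose, 0.1% DMSO, 0.02–20 µM confirmation series; incubation: 24 h compound exposure at 37°C, 5% CO2; signal: beta-catenin immunofluorescence imaging with DAPI; evaluation: % activation, nuclear-to-cytoplasmic median beta-catenin signal ratio per cell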
Autophagy HCS = modulators of autophagy; AID 463193; MEF GFP-LC3 puncta imaging; test concentration mostly 10 µM; 190,000 compounds, 0.98% hits; calls only at 10 µM (by protocol);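 active = percentage of spot-positive cells more than 3 SD above its plate mean, without a fluorescence outlier flag or 80% toxicity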;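 note: spot-positive cell cutoff set from DMSO-treated cells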
human PMI inhibition = MPI enzyme activity inhibition – biochemical, fluorescence intensity, coupled assay, primary screen (AID 1209); purified PMI enzyme, coupled fluorescence intensity; higher % means a stronger effect; one-dose inhibition, % at 20 µM; IC50 in µM for titrated hits; 190,000 compounds, 0.42% hits;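 note: plate controls were DMSO vehicle for no effect and wells lacking substrate for full effect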
human PMI inhibitors = human PMI inhibitors, high substrate, primary screen, biochemical, fluorescence intensity, high mannose 6-phosphate (AID 1220); recombinant PMI enzyme, coupled fluorescence intensity; higher % means a stronger effect; one-dose inhibition, % at 20 µM; IC50 in µM for titrated hits; 190,000 compounds, 0.66% hits
MT stabilizer = microtubule stabilization, imaging screen; HeLa tubulin immunostaining HCS, 24 h; share of cells brighter than vehicle mean+2SD; % tubulin-high responders, % at 10 µM; 200,000 compounds, 0.83% hits;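 active = plate Z-score above 3 for both tubulin-high and condensed-nucleus cell shares, with cell loss under 80%, at 10 µM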;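 note: anti alpha tubulin signal scored within the nucleus-defined area of each cell; some results filed as inactive read as strong as hits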
Insulin prom up = MIN6 insulin promoter up-regulation; MIN6 insulin promoter-GFP reporter, high-content imaging; stronger effect = higher value; z-score at 5 µM; 190,000 compounds, 0.3% hits; AID 1625;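 active = z-score above 3 at 5 µM with at least 500 cells counted in the well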
Yfh1-off respiration = mitochondrial function rescue without frataxin homolog – Friedreich's ataxia, plus single-dose screen, dose response (AID 1465). fold induction at 50 µM, or EC50 in µM where a hit was titrated. S. cerevisiae Yfh1-off respiration, WST-1 reduction, 72 h; higher fold induction means a stronger effect. 220,000 compounds, 0.074% hits;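 active = fold induction of absorbance versus untreated yeast above a set limit, then at least 30% activation at any dose in follow-up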;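 note: activators that raise dye reduction in frataxin-depleted yeast; strong numbers were not always called active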
WT yeast gro inh = growth inhibition of WT yeast, mitochondrial fusion screen; inhibition, % at 10 µM; 190,000 compounds, 2.1% hits; mitochondrial fusion phenotypic screen, WT strain; in the data active = inhibition above about 58%; tested in S. cerevisiae
Dynein cargo inh = dynein cargo transport inhibition | z-score, hits read low | 3617.4 mouse cells, GR-EGFP nuclear translocation imaging; test concentration mostly 20 µM; stimulated with dexamethasone, 1 µM; stronger effect = lower value | 220,000 compounds, 0.47% hits;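 active = plate z-score of nuclear minus cytoplasmic receptor signal below a set negative limit, without overly bright fluorescence or cell loss, cut at about -3.5 in these data, passing the limit was not always enough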;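 note: z-score of nuclear minus cytoplasmic ring GR-EGFP intensity difference per well; some compounds called inactive have numbers as strong as hits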
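Schedule: 48 h induction, then 1 h compound, then 30 min agonist, 37 °C. Buffer or medium: tetracycline-free induction medium containing charcoal-stripped FBS. Reagent: 1.0 µM final dexamethasone stimulus. Evaluation: nuclear versus cytoplasmic GR-EGFP signal, averaged per well. Signal: high-content fluorescence imaging after fixation.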
WT yeast gro inh mutant strain = recorded beside WT yeast gro inh, whose call it bears; inhibition, %; mitochondrial fusion phenotypic screen, mutant strain inhibition
Dynein cargo inh cytoplasmic EGFP = recorded beside Dynein cargo inh, whose call it bears; z-score; measured here: cytoplasmic GR-EGFP intensity; stronger effect = higher value
Dynein cargo inh nuclear GR-EGFP = further read-out of Dynein cargo inh, marked with its call; z-score; measured here: nuclear GR-EGFP intensity;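 lower value marks the stronger effect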
Dynein cargo inh cell count = second read-out of Dynein cargo inh, no call of its own (marks repeat the call); z-score; measured here: cell count per field
Insulin prom up cell count = second read-out of Insulin prom up, no call of its own (marks repeat the call); cell count; measured here: cytotoxicity, nuclei count;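 total cells summed across four imaged fields per well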
bCat nuc transl cell count 5 µM = further read-out of bCat nuc transl, marked with its call; cell count; measured here: cell count, cytotoxicity flag
MT stabilizer Hoechst-high % = also measured in MT stabilizer; calls as there; % Hoechst-high responders; measured here: nuclear condensation Hoechst responders;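 share of cells brighter than vehicle mean plus two SD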
MT stabilizer cytotoxicity % = recorded beside MT stabilizer, whose call it bears; toxicity, %; measured here: cytotoxicity by cell density;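 0% = mean cell density of plate MIN control wells and 100% = no cells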
Autophagy HCS cell loss 18 h = second read-out of Autophagy HCS, no call of its own (marks repeat the call); toxicity, %; measured here: cell loss, nuclei count;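 cell loss after 18 h compound exposure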
The depositor's hits bear a star; i = inactive; · = not tested or not shown; + = active, no number. Cut-off read from the data, not from the text of the source, unless noted: active = inhibition above about 50%; inactive = the rest.

SMILES	bCat nuc transl	bCat nuc transl cell count 5 µM	Autophagy HCS	Autophagy HCS cell loss 18 h	human PMI inhibition	human PMI inhibitors	MT stabilizer	MT stabilizer Hoechst-high %	MT stabilizer cytotoxicity %	Insulin prom up	Insulin prom up cell count	Yfh1-off respiration	WT yeast gro inh	WT yeast gro inh mutant strain	Dynein cargo inh	Dynein cargo inh cytoplasmic EGFP	Dynein cargo inh nuclear GR-EGFP	Dynein cargo inh cell count
O=C(CN1CCN(S(=O)(=O)c2ccc(Br)cc2)CC1)Nc1ccccc1C(=O)c1ccccc1	-2.1	508	i	1.9	3.9%	-0.7%	3.0	3.1	9.8	-0.14	1196	i	3.3	-9.0	0.525	-0.301	0.323	1.38
CC(=O)Nc1cc(NC(C)=O)ncn1	-5.5	1174	·	·	·	·	·	·	·	0.13	1399	i	·	·	-0.229	-0.206	-0.161	0.757
C=CCn1c(C)cc(C(=O)CSc2nc3ccccc3[nH]2)c1C	-1.2	1334	i	13.0	6.7%	8.1%	1.4	1.0	7.1	-2.28	1438	i	36.8	9.3	0.238	-0.0621	1.05	-0.299
CCNc1nc(NC#N)nc(SCC(=O)OCC)n1	-0.4	1104	i	-5.8	-5.4%	-3.7%	1.4	2.0	5.3	-0.07	1360	i	3.4	2.2	-0.319	-0.223	-0.0887	0.781
COc1ccc(C2C(C(=O)NCc3ccccn3)c3ccccc3C(=O)N2C)cc1OC (stereo unspecified)	-2.5	779	i	-9.1	-14.4%	-17.6%	4.7	3.4	8.9	1.43	1353	i	0.8	0.6	2.41	0.743	0.619	-2.22
CCC1(CC)NC(=O)N(CC(=O)OCC(=O)NC(=O)c2ccccc2)C1=O	-1.0	1097	i	-8.3	-9.1%	-6.2%	3.8	3.4	9.9	0.06	1315	i	-2.0	6.3	-0.1	-0.273	0.236	1.43
O=C(NC1CC1)C1=C[C@@H](c2ccc3c(c2)OCO3)C[C@@H](OCc2ccc(CO)cc2)O1	-1.6	1172	i	4.9	3.1%	5.1%	3.9	2.0	7.8	-0.37	1422	i	-27.0	-13.4	-0.717	-0.285	-0.101	0.167
Brc1ccc2nc3c(n2c1)CCCC3	-3.2	925	i	-5.2	-7.1%	-2.9%	2.7	1.7	3.4	1.55	1220	i	17.9	36.3	-0.246	-0.177	0.418	0.488
COc1ccc(CN2CCn3nc(C(=O)NC(C)C)cc3C2=O)cc1	-1.1	1052	i	-27.3	-1.0%	3.6%	4.3	1.9	7.0	-0.42	1606	i	1.3	-4.7	-0.137	-0.292	-0.0321	0.796
COC(=O)c1[nH]c2cc(C)ccc2c1NC(=O)CN1CCc2cc(OC)c(OC)cc2C1	-0.7	1118	i	32.1	14.7%	17.6%	7.1	1.8	4.6	-1.02	1742	i	1.0	2.3	-0.218	-0.172	0.0879	0.148
Cc1cc(=O)oc(C)c1C(=O)Nc1cccc2ccccc12	·	·	i	-41.4	6.1%	3.2%	2.6	2.7	6.0	0.01	776	i	-0.9	7.2	0.272	-0.131	-0.0358	0.464
CC(C)c1ccc(NC(=O)NC2CCN(CC(=O)Nc3cccc4ccccc34)CC2)cc1	-5.8	1184	+	-14.6*	19.2%	14.1%	2.2	1.1	3.3	0.79	987	·	9.5	6.5	0.466	-0.27	0.538	0.216
COC(=O)C(C(=O)Nc1ncccn1)C1CCCCCC1 (stereo unspecified)	0.9	1167	i	-7.0	-0.6%	-0.9%	1.5	1.6	10.9	1.11	1171	i	-27.1	-25.4	0.344	-0.253	0.243	0.176
O=C(CSc1nc2ccccc2c(=O)n1CC1CCCO1)NCc1ccc2c(c1)OCO2 (stereo unspecified)	-1.1	1143	i	-12.9	10.0%	-1.3%	3.6	1.9	8.9	-0.94	1360	i	-5.8	-7.7	-0.397	-0.146	-0.168	-0.304
COc1c2ccc(C(=O)NCc3cc(C(F)(F)F)cc(C(F)(F)F)c3)cc2nn1C	-0.7	1081	i	-34.9	11.6%	14.1%	2.5	2.3	9.5	-0.26	1720	i	6.9	14.4	0.392	-0.165	0.788	-0.036
CC(=O)c1ccc(OC(C)C)c(CN2CCCCC2)c1	-1.9	1202	i	-2.2	4.0%	-4.8%	2.1	2.5	8.4	-0.92	1348	i	-22.6	-0.7	0.14	-0.218	0.17	0.52
COc1cc(/C=N/NC(=O)CN(Cc2ccccc2)S(=O)(=O)c2ccc3c(c2)OCCO3)ccc1O	-2.9	827	i	-12.3	30.5%	15.3%	3.1	2.2	5.7	0.08	1268	i	6.8	12.4	0.182	-0.218	0.129	0.458
CCN(CC)S(=O)(=O)c1ccc(NC(=O)CSc2nnc(-c3ccc(F)cc3)o2)cc1	-4.1	1164	i	-2.4	0.9%	-0.5%	2.7	2.1	0.8	-1.22	1221	i	-8.8	-8.1	-0.31	-0.0263	-0.011	0.822
CC(NC(=O)c1cnccn1)c1ccc(S(N)(=O)=O)cc1 (stereo unspecified)	-0.5	1217	·	·	·	·	·	·	·	0.13	1012	i	·	·	1.29	-0.283	0.733	-0.427
CCOC(=O)c1cnc2c(Cl)cccc2c1NCCN(C)C	-2.2	830	i	-5.5	-3.0%	-0.1%	2.6	1.7	4.4	0.45	1136	i	16.9	4.5	-0.263	-0.226	-0.0185	0.643
O=C(c1cnc2n(c1=O)CCS2)N1CCN(c2ccccc2F)CC1	0.0	1029	i	-0.9	15.7%	11.9%	2.1	3.2	8.1	1.82	1710	i	-8.8	3.5	0.233	-0.251	0.179	0.0466
O=C(CSc1nc2ccccc2c(=O)n1NC(=O)c1ccccc1)c1ccc(Cl)cc1	·	·	i	5.1	9.7%	2.6%	2.0	2.1	3.8	·	·	i	8.5	8.0	-0.314	-0.222	-0.878	0.89
Fc1ccc(CNc2cnccn2)cc1	·	·	i	0.5	1.0%	-2.2%	1.7	2.2	3.2	·	·	i	9.9	8.8	1.03	-0.224	0.0307	-0.601
COc1ccc(CN2CCOCC2)cc1Br	-1.6	915	i	-6.1	3.5%	6.5%	5.3	4.4	5.7	1.56	1295	i	4.7	24.7	-0.336	-0.342	-0.154	0.587
CCNc1sc(S(C)(=O)=O)nc1S(=O)(=O)c1ccc(Cl)cc1	0.0	1106	i	12.5	-23.8%	-5.6%	4.1	3.6	3.2	·	·	i	1.6	10.9	-0.785	-0.104	-0.285	0.459

Some of these compounds in order of their number in human PMI inhibition, descending.
molecule,human PMI inhibition,human PMI inhibitors,MT stabilizer Hoechst-high %,WT yeast gro inh mutant strain,Dynein cargo inh,Dynein cargo inh cytoplasmic EGFP,Dynein cargo inh nuclear GR-EGFP,Dynein cargo inh cell count
COc1cc(/C=N/NC(=O)CN(Cc2ccccc2)S(=O)(=O)c2ccc3c(c2)OCCO3)ccc1O,30.5%,15.3%,2.2,12.4,0.182,-0.218,0.129,0.458
CC(C)c1ccc(NC(=O)NC2CCN(CC(=O)Nc3cccc4ccccc34)CC2)cc1,19.2%,14.1%,1.1,6.5,0.466,-0.27,0.538,0.216
COC(=O)c1[nH]c2cc(C)ccc2c1NC(=O)CN1CCc2cc(OC)c(OC)cc2C1,14.7%,17.6%,1.8,2.3,-0.218,-0.172,0.0879,0.148

Another view of some results above.
structure | bCat nuc transl | bCat nuc transl cell count 5 µM | Autophagy HCS | Autophagy HCS cell loss 18 h | human PMI inhibition | human PMI inhibitors | MT stabilizer | MT stabilizer Hoechst-high % | MT stabilizer cytotoxicity % | Insulin prom up | Insulin prom up cell count | Yfh1-off respiration | WT yeast gro inh | WT yeast gro inh mutant strain | Dynein cargo inh | Dynein cargo inh cytoplasmic EGFP | Dynein cargo inh nuclear GR-EGFP | Dynein cargo inh cell count
CC(=O)Nc1cc(NC(C)=O)ncn1 | -5.5 | 1174 | · | · | · | · | · | · | · | 0.13 | 1399 | i | · | · | -0.229 | -0.206 | -0.161 | 0.757
C=CCn1c(C)cc(C(=O)CSc2nc3ccccc3[nH]2)c1C | -1.2 | 1334 | i | 13.0 | 6.7% | 8.1% | 1.4 | 1.0 | 7.1 | -2.28 | 1438 | i | 36.8 | 9.3 | 0.238 | -0.0621 | 1.05 | -0.299
